ALOX15 inhib = 15-hLO (ALOX15) enzyme inhibition | Potency, µM (titrated, usually from 57.1 µM), for the others: at the top dose activity change, negative = inhibition, actives largely listed as inhibitors | AID 887 | purified 15hLO-1, xylenol orange hydroperoxide absorbance | actives 1.4% (n = 74,000); also: potency is read from the fitted curve at half-maximal effect; % is scaled to controls: 0 for no effect and ±100 for the full control effect; nearly all actives have a fitted effect of over 55% in size
Target sequence (P16050 whole entry, looked up): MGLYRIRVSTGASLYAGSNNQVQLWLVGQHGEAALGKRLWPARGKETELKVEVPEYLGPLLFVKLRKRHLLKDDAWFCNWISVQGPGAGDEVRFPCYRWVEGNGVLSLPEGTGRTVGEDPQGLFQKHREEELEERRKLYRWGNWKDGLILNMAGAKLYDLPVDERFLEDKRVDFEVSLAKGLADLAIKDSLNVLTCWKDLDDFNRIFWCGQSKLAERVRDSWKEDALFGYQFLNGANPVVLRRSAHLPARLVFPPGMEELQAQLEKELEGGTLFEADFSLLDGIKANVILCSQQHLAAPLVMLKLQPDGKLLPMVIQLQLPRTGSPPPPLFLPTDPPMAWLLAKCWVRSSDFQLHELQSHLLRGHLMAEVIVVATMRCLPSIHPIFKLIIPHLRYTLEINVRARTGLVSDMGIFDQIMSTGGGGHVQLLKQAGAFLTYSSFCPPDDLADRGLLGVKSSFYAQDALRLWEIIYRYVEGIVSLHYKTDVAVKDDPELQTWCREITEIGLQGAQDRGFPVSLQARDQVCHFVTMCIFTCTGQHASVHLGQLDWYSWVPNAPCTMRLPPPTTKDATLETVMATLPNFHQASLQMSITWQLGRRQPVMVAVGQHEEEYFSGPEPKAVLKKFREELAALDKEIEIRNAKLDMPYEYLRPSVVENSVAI
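Quantitative HTS in 25 mM Hepes pH 7.5 containing 0.01% Triton X-100: human 15hLO-1 at 40 nM, arachidonic acid at 50 uM, 6 min turnover. Product quantified via ferrous oxidation/xylenol orange, 573:405 nm absorbance ratio.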
Ub-GFP proteasome = ubiquitin-GFP accumulation via proteasome inhibition. Ubiquitin-GFP reporter cells, proteasome inhibition, GFP fluorescence; response scale: untreated = 0%, 10 µM MG-132 = 100%. Potency, µM (doses to about 45.9 µM), inactives show top-dose activation (GFP accumulation), actives largely listed as activators. 67,000 tested, under 10 active. AID 526; active = well fitted activation curve with a large enough effect, not every such curve was filed as active; inconclusive = small, poorly fitted or top-dose-only effect, or another doubt; inactive = no such curve, though single readings can be large or run the other way; also: potency is read from the fitted curve at half-maximal effect
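Proteasome blockade was scored as a rise in GFP-expressing U2OS cells carrying a ubiquitin(G76V)-GFP construct, imaged after 4 hr compound treatment at 37 °C across a 46 uM–2.9 nM series.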
HADH2 inhib = inhibitors of human HADH2 dehydrogenase; Q99714; recombinant HADH2, NADH fluorescence, beta-hydroxybutyryl-CoA; Potency, µM (doses to about 57.1 µM), for the others: at the highest dose activity change, negative = inhibition, hits mostly inhibitors; actives 3.4% (n = 73,000); AID 886; also: potency is read from the fitted curve at half-maximal effect; % is scaled to controls: 0 for no effect and ±100 for the full control effect; nearly all actives have a fitted effect of over 60% in size; many of its hits are not listed in these tables
Target sequence (Q99714 whole entry, looked up, one chain of several): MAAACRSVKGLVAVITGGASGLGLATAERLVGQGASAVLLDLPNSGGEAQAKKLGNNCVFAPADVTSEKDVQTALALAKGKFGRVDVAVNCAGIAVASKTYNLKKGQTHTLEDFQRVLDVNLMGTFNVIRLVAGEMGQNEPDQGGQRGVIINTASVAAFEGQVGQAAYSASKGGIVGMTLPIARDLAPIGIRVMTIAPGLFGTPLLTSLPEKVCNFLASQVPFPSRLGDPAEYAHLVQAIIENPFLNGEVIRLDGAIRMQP
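Read-out: 360 nm excitation, 450 nm emission, kinetic over 4 min. Conditions: His-tagged human HADH2 20 nM, pH 9.0 Tris with Tween-20, 1 mM NAD+, 90 uM beta-hydroxybutyryl-CoA.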
Tau fil binding = binds recombinant human tau filaments | P10636 | recombinant tau filaments, thioflavin S fluorescence, 15 h; filaments grown with octadecylsulfate alongside compound | Potency, µM (doses to about 57.1 µM), inactives show at the top dose activity change, negative = inhibition | actives 2% (n = 71,000);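 also: potency is read from the fitted curve at half-maximal effect; % is scaled to controls: 0 for no effect and ±100 for the full control effect; actives lower thioflavin S fluorescence by blocking filaments or displacing dye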
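Read-out: ThS fluorescence, 450 nm excitation/510 nm emission; lower signal marks blocked filament formation or displaced dye. Tau at 1 uM with 30 uM ODS, 10 uM ThS, 5 mM DTT, 100 mM NaCl, 10 mM HEPES pH 7.4; 15 h, 37 C.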
CRE Fsk mod = alters forskolin-stimulated CRE reporter signaling in CHO cells; CHO CRE-bla reporter (cAMP response element driving beta-lactamase), forskolin EC10, beta-lactamase ratio; Potency, µM (highest dose often 38.2 µM), inactives show at the highest dose activity change, negative = inhibition, hits mostly activators; actives 2.5% (n = 71,000); AID 662; active = well fitted activation curve with a large enough effect in the signal ratio, with a control signal flat, not every such curve was filed as active; inconclusive = small, poorly fitted or top-dose-only effect, or effect the other way, or a change in a side signal; the % refers to the signal ratio; also: potency is read from the fitted curve at half-maximal effect; % of control where 0% means no effect
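Cells were plated overnight at 37 °C, exposed to compound titrations plus EC10 NKH 477 for 3 h, then given CCF4 dye for 2 h at room temperature. Blue/green (460/530 nm) ratio was converted to %Activity and AC50 values calculated.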
HBB splicing = modulators of hemoglobin beta chain splicing | HBB splicing reporter cell assay, activation; EGFP reporter with mutant IVS2-654 intron; response scale: normalised to 500 nM splice-correcting PNA | Potency, µM (highest dose often 46.1 µM), for inactives: at the top dose activation, usual class: activators | actives 0.06% (n = 65,000); also: potency is read from the fitted curve at half-maximal effect; 0% is about no effect
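Compounds were applied for 2 days to HeLa EGFP-654 cells, 500/well in Optimem with 2% FCS. The reporter's EGFP is disrupted by mis-splicing of beta-globin intron IVS2-654. Readout: summed well GFP fluorescence from 488 nm laser scanning; reference was 500 nM antisense […] 654 PNA.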
Pol III holo inh = blocks replication by bacterial DNA polymerase III holoenzyme | actives 0.25% (n = 71,000) | reconstituted DNA polymerase III holoenzyme replication, biochemical | Potency, µM (highest dose often 57.1 µM), inactives show at the top dose activity change, negative = inhibition; also: potency is read from the fitted curve at half-maximal effect; % is scaled to controls: 0 for no effect and ±100 for the full control effect
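Reconstituted *E. coli* holoenzyme (0.35 nM Pol III, 1 nM beta, 154 nM SSB, 2 nM primase) was preincubated with compound for 15 min at RT. Synthesis on 1.4 nM ssM13Gori ran 35 min, then was stopped with PicoGreen/EDTA and read as dsDNA fluorescence.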
ERK AVP block = vasopressin-driven ERK pathway inhibition. Potency, µM (doses to about 57.5 µM), without a hit: at the highest dose activity, negative = inhibition, hits mostly inhibitors. actives 0.99% (n = 72,000). AID 995. HEK293-V1b, vasopressin-stimulated pERK AlphaScreen; also: potency is read from the fitted curve at half-maximal effect; % is scaled to controls: 0 for no effect and ±100 for the full control effect; nearly all actives have a fitted effect of over 55% in size
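HEK293 cells stably expressing V1b receptor, preincubated 30 min at 37 °C with compound, then stimulated 5 min with 25 nM vasopressin. Phospho-ERK by AlphaScreen SureFire after 5 h RT; normalized to DMSO and vasopressin; AC50 by Hill fit.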
Luciferase inh = inhibitors of firefly luciferase; P08659; purified firefly luciferase, luminescence, 8 min; Potency, µM (titrated, usually from 57.1 µM), for the others: top-dose activity change, negative = inhibition, hits mostly inhibitors; actives 2.2% (n = 72,000); AID 411; also: potency is read from the fitted curve at half-maximal effect; % is scaled to controls: 0 for no effect and ±100 for the full control effect; nearly all actives have a fitted effect of over 40% in size
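qHTS concentration-response profiling: light output of P. pyralis luciferase with luciferin and 10 uM ATP, imidazole buffer pH 7.2. Read by luminescence after 8-min room-temperature incubation.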
Hsp90 Hop PPI = changes Hsp90-Hop TPR2A binding signal, up or down | actives 0.44% (n = 71,000) | Potency, µM (doses to about 57 µM), for the others: at the highest dose activity change, negative = inhibition | AlphaScreen TPR2A-His6 binding biotin-Hsp90 C-terminal peptide; active = well fitted curve in either direction with a large enough effect; inconclusive = small, poorly fitted or top-dose-only effect, or another doubt; also: potency is read from the fitted curve at half-maximal effect; % is scaled to controls: 0 for no effect and ±100 for the full control effect; many of its hits are not listed in these tables
Epigenetic mod = epigenetic GFP locus derepression in mouse cells | mouse C127i GFP locus derepression, cytometry, 30 h | Potency, µM (titrated, usually from 46.1 µM), inactives show top-dose GFP derepression (activation) | actives 0.09% (n = 68,000) | AID 597; also: % of control where 0% means no effect
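Read-out is the number of GFP-positive cells, scored as fluorescent objects 20 to 120 um wide, reflecting derepression of a silenced CMV-GFP reporter in murine C127i cells after 30 h compound exposure at 37 C.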
Numbers without * were called inactive; ? = inconclusive; . = no result given; [ ] = remark or other dose. Unless noted, calls follow the shape of the dose curve; as a rule, active = well fitted curve in the direction sought with a large enough effect; inconclusive = small, poorly fitted or top-dose-only effect, or another doubt; inactive = no such curve, though single readings can be large; an effect the other way counts as inactive or inconclusive.

SMILES | ALOX15 inhib | Ub-GFP proteasome | HADH2 inhib | Tau fil binding | CRE Fsk mod | HBB splicing | Pol III holo inh | ERK AVP block | Luciferase inh | Hsp90 Hop PPI | Epigenetic mod
CN(Cc1ccccc1)c1nc2c(c(=O)[nH]c(=O)n2C)n1CCOc1ccccc1 | ? | 2% | 5% | -7% | 5µM* | -1.7%[57.5 µM] | 0% | 13µM* | 2% | ? | 0%
CCOCCCN(CCC#N)S(=O)(=O)c1ccc(S(=O)(=O)N2CCCC2)cc1 | 14% | -3% | 6% | 3% | 3% | -0.1%[57.5 µM] | -2% | -9% | -5% | -2% | 1%
Cc1ccnc(SCC(=O)O)n1 | ? | 0% | -4% | 8% | 1% | -0.1%[57.5 µM] | -6% | -22% | 0% | 2% | -2%
Cc1ccc(C(=O)Nc2ccc(Cl)cn2)cc1 | 3% | -2% | -3% | 7% | ? | -1.1% | -6% | 17% | 6.3µM* | 6% | 0%
CC1Cc2ccccc2N1C(=O)C12CCC(C)(C(=O)C1)C2(C)C (centres undefined) | 8% | -3% | 16% | -5% | -1% | -0.6% | -2% | 7% | 1% | -1% | 0%
O=C(NCCO)c1nc(NCCO)c2ccccc2n1 | 12% | 1% | 9% | 2% | 3% | -0.6% | 0% | 1% | 0% | -6% | 4%
CCCCN(CC)CCCNC(=O)CS(=O)(=O)Cc1nc(-c2cccc(OC)c2)oc1C | 1% | 4% | 1% | 27% | -6% | -0.4% | 2% | -11% | 0% | -4% | 2%
CS(=O)(=O)N1CCC2(CCCN(C(c3ccccc3)c3ccccc3)C2)CC1 | -2% | -9% | -2% | 1% | ? | 0.1% | 21% | 5% | 0%[11.4 µM] | -3% | 0%[9.22 µM]
CC1CCc2nc(NC(=O)Cc3cccs3)sc2C1 (centres undefined) | -5% | 0% | -3% | -2% | 10% | -0.4% | -7% | -3% | -25% | 3% | 0%
COCc1cc(C)[nH]c(=O)c1C#N | 4%[11.4 µM] | -10%[9.17 µM] | 4µM* | -10%[11.4 µM] | ? | -1.0%[0.0738 µM] | -10%[11.4 µM] | -5% | 0% | -5%[11 µM] | 0%
OC1C[N+]2(CCCCC2)C1 | 5% | . | -16% | -8% | 10% | 2.5%[0.369 µM] | 6% | 3% | 2% | -2% | 0%
CC1(C)CC(=O)C=C(NCCCN2CCCC2=O)C1 | 9% | 0% | 25% | 6% | ? | . | 1% | -6% | -1% | 1% | 2%
CCOC(=O)N1CCC(NC(=O)C(NS(=O)(=O)c2ccc3c(c2)CCN3C(C)=O)C(C)C)CC1 (centres undefined) | 0% | -5% | 9% | 6% | 0% | -1.9% | -6% | -13% | -2% | 0% | -1%
CCn1ncc(CN2CCN(C(=O)Nc3ccccc3C(=O)OC)CC2)c1C | 2% | 8% | -13% | -2% | 6% | -1.5% | -7% | -18% | 0% | 0% | 0%
c1ccc2[nH]c(-c3ccnc4ccccc34)nc2c1 | -18% | -3% | 25µM* | -19% | 21% | -0.9% | 3% | ? | -13% | 2% | 2%
Nc1ccccc1CCCC(=O)O | -9%[11.4 µM] | -1%[9.17 µM] | 4%[11.4 µM] | 12%[11.4 µM] | -1%[7.6 µM] | 3.7%[9.22 µM] | -8%[11.4 µM] | -4%[11.5 µM] | 0%[11.4 µM] | 1%[11 µM] | -2%[9.22 µM]

Some of these compounds in order of number of heavy atoms, highest first:
SMILES | ALOX15 inhib | Ub-GFP proteasome | HADH2 inhib | Tau fil binding | CRE Fsk mod | HBB splicing | Pol III holo inh | ERK AVP block | Luciferase inh | Hsp90 Hop PPI | Epigenetic mod
CCOC(=O)N1CCC(NC(=O)C(NS(=O)(=O)c2ccc3c(c2)CCN3C(C)=O)C(C)C)CC1 (centres undefined) | 0% | -5% | 9% | 6% | 0% | -1.9% | -6% | -13% | -2% | 0% | -1%
CCn1ncc(CN2CCN(C(=O)Nc3ccccc3C(=O)OC)CC2)c1C | 2% | 8% | -13% | -2% | 6% | -1.5% | -7% | -18% | 0% | 0% | 0%
CC1CCc2nc(NC(=O)Cc3cccs3)sc2C1 (centres undefined) | -5% | 0% | -3% | -2% | 10% | -0.4% | -7% | -3% | -25% | 3% | 0%
Nc1ccccc1CCCC(=O)O | -9%[11.4 µM] | -1%[9.17 µM] | 4%[11.4 µM] | 12%[11.4 µM] | -1%[7.6 µM] | 3.7%[9.22 µM] | -8%[11.4 µM] | -4%[11.5 µM] | 0%[11.4 µM] | 1%[11 µM] | -2%[9.22 µM]
OC1C[N+]2(CCCCC2)C1 | 5% | . | -16% | -8% | 10% | 2.5%[0.369 µM] | 6% | 3% | 2% | -2% | 0%

A second format for some results above:
smiles: Nc1ccccc1CCCC(=O)O
  ALOX15 inhib: -9%[11.4 µM] | Ub-GFP proteasome: -1%[9.17 µM] | HADH2 inhib: 4%[11.4 µM] | Tau fil binding: 12%[11.4 µM] | CRE Fsk mod: -1%[7.6 µM] | HBB splicing: 3.7%[9.22 µM] | Pol III holo inh: -8%[11.4 µM] | ERK AVP block: -4%[11.5 µM] | Luciferase inh: 0%[11.4 µM] | Hsp90 Hop PPI: 1%[11 µM] | Epigenetic mod: -2%[9.22 µM]
smiles: CC1Cc2ccccc2N1C(=O)C12CCC(C)(C(=O)C1)C2(C)C (centres undefined)
  ALOX15 inhib: 8% | Ub-GFP proteasome: -3% | HADH2 inhib: 16% | Tau fil binding: -5% | CRE Fsk mod: -1% | HBB splicing: -0.6% | Pol III holo inh: -2% | ERK AVP block: 7% | Luciferase inh: 1% | Hsp90 Hop PPI: -1% | Epigenetic mod: 0%

The list is partial; the hit share may differ from the screen's.
